DNMT1 block = blocks human DNA methyltransferase DNMT1; P26358; DNMT1 molecular beacon, Hinp1I cleavage, fluorescence; inhibition (reported as % activation of signal), % at 10 µM; 0.83% of 360,000 active; in the data active means inhibition above about 50%
SKN-1 block = blocks SKN-1 activity in C. elegans. C. elegans VP596 Pgst-4::GFP/RFP ratio, acrylamide-induced, 24 h. inhibition, % at 21.8 µM. 0.49% of 360,000 active;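 active means interference check ratio from 0.5 to 1.5 plus GFP to RFP signal ratio inhibition reaching or exceeding a fixed threshold, cut at about 30% in these data, passing the limit was not always enough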; further: some compounds called inactive have numbers as strong as hits
MT1-MMP act inh = blocks activation of human MT1-MMP | HT1080 RFP-PRO-GFP cells, GFP/RFP ratio fluorescence, overnight; percent of plate control window, DMSO zero | GFP/RFP ratio change, % at 20 µM | 0.061% of 360,000 active | AID 651647;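 active means GFP/RFP ratio change of at least 30% with cell ATP level not reduced by more than half and red fluorescence within 50% of control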; further: strong numbers were not always called active
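Read-out: GFP/RFP fluorescence ratio; Test system: RFP-PRO-GFP reporter HT1080 cells; Compound dosing: single-point 20 µM compound, 1% DMSO; Times: overnight compound exposure at 37 °C.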
Rpn11 block = Rpn11 (human) deubiquitinase inhibition. O00487. human 26S proteasome, Ub4-pepOG fluorescence polarization; 20S core pre-blocked with epoxomicin. calls only at 20 µM. 0.59% of 360,000 active. AID 588493;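 active means inhibition at 20 µM, scaled to each plate's controls, above about 33%, limit read from the data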
Target sequence (O00487 whole entry, looked up): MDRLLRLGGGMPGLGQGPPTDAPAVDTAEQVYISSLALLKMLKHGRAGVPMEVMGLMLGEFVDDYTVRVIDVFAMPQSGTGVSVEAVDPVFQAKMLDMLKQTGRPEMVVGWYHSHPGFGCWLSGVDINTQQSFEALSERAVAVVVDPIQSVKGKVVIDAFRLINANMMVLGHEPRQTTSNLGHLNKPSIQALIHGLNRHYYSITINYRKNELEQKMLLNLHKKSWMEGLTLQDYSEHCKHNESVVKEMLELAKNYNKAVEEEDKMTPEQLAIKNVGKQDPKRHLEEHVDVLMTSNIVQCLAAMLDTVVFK
NadD inh = blocks S. aureus nicotinate mononucleotide adenylyltransferase; 0.78% of 360,000 active; AID 602399; inhibition, % at 20 µM; purified NadD enzyme, colorimetric absorbance read-out; in the data active means inhibition above about 26%; further: some compounds past the cut are filed as inactive
LMPTP inh = LMPTP (human) inhibition; P24666; recombinant LMPTP-A, OMFP fluorogenic substrate, fluorescence intensity; inhibition, % at 20 µM; 0.22% of 360,000 active; AID 651560;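 active means compounds that cut the enzyme signal by at least half of the control window in the single-dose screen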;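 further: plate controls were DMSO wells with enzyme plus substrate for no effect and substrate without enzyme for full effect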
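Test system – LMPTP-A phosphatase enzyme · Quantity – 0.625 nM LMPTP-A final · Reagent – OMFP substrate, 400 µM final · Dosing – one test concentration per compound, 20 µM, with 3% DMSO overall · Timing – 50 min enzyme reaction at room temperature, protected from light · Detection – fluorescence intensity · Controls – substrate-only low control, DMSO enzyme-plus-substrate high control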
SUMO1 PPI mod = modulators of human SUMO1-mediated protein-protein interactions | 0.33% of 360,000 active | P63165 | SUMO1 binding to a labelled peptide, TR-FRET, 1 h | inhibition, % at 20 µM; in the data active means inhibition above about 37%
CendR NRP1 mod = alters CendR peptide binding to human NRP-1; O14786; FAM-RPARPAR peptide binding to NRP-1, fluorescence polarization; AID 602438; inhibition, % at 25 µM; 0.85% of 360,000 active;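 active means inhibition or corrected inhibition above about 18%, plus a signal ratio from 0.5 to 1.5, limit read from the data, passing the limit was not always enough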; further: strong numbers were not always called active
STEP inh = STEP (human) phosphatase inhibition; recombinant STEP, OMFP fluorogenic substrate, fluorescence; inhibition, % at 20 µM; 0.25% of 360,000 active; AID 588621;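 active means inhibition at 20 µM, scaled per plate between control wells, above about 37%, limit read from the data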;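 further: 0% = DMSO with enzyme and substrate and 100% = substrate only without enzyme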
Target sequence (P54829 whole entry, looked up): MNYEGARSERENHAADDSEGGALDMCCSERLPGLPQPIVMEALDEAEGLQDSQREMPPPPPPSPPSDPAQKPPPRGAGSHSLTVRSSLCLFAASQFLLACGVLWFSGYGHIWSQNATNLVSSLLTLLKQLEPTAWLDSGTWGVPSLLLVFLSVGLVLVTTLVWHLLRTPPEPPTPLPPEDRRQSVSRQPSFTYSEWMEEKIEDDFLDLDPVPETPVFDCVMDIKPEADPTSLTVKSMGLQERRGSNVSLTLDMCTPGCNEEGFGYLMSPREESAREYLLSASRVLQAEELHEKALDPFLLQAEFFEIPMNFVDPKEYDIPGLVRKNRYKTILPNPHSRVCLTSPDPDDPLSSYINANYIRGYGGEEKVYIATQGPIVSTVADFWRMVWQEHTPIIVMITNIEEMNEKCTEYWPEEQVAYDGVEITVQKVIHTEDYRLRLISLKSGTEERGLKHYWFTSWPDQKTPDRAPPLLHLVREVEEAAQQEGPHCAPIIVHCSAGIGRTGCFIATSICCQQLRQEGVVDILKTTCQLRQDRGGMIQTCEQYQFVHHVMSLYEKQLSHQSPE
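System: isolated STEP enzyme; schedule: 20 min enzyme reaction at room temperature, protected from light; medium: Bis-Tris buffer pH 6.0, 2.5 mM DTT, 0.005% Tween 20; signal: fluorescence, 480/540 nm; dosing: single compound dose of 20 µM, 1% DMSO final; also added: OMFP substrate, 25 µM final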
Scp1 inh = Scp-1 (human) phosphatase inhibition | inhibition, % at 20 µM | Recombinant Scp1, phosphopeptide, malachite green phosphate absorbance | 0.88% of 340,000 active | Q9GZU7;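 active means inhibition above about 50% at 20 µM, limit read from the data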;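 further: plate controls were DMSO wells with enzyme for no effect and wells lacking enzyme for full effect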
Target sequence (Q9GZU7 76-261 limits assumed): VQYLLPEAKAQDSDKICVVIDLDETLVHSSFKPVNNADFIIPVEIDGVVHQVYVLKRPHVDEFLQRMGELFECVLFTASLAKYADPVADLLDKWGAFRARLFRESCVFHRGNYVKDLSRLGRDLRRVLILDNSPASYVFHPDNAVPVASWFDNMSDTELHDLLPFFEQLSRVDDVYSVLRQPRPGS
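Test system: SCP-1 phosphatase catalytic domain, residues 76-261 | Compound dosing: One concentration, 20 µM, with 1.0% DMSO | Schedule: 45 min room-temperature reaction, 5 min colour, 30 min stabiliser | Detection: Absorbance at 630 nm | Read-out basis: % inhibition of SCP-1 phosphate liberation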
Numbers without * were called inactive; i = inactive; x = no result given; + = active, no number; & = joins results of further samples; ! = not confirmed by another sample. These rows are one share of the data; rates above refer to the full screens.

SMILES	DNMT1 block	SKN-1 block	MT1-MMP act inh	Rpn11 block	NadD inh	LMPTP inh	SUMO1 PPI mod	CendR NRP1 mod	STEP inh	Scp1 inh
O=C1C2CCCN2C(c2ccccc2)N1c1ccccn1 (stereo not given)	0.0	-3.3	3.8	i	-0.7	-1.8	-2.8	10.5	-2.1	-14.7
CN(C)c1ccc(/C=C/c2cc[n+](C)c3ccccc23)cc1	8.7&5.0	91.0&94.7	92.3&84.0	i	0.8&4.4	54.7*!	-44.3&9.2	-16.5&-58.2	16.3&14.5	12.1&-10.3
CCCCCn1cc(C(=O)C(=O)N2CCOCC2)c2ccccc21	-0.3	5.3	-1.1	i	-1.4	0.0	4.9	4.2	1.6	-10.5
COc1ccc(CN2C(=O)NC(=O)/C(=C\c3ccc(OC)c(OC)c3OC)C2=O)cc1	-8.0	10.3	-0.7	i	8.0	0.5	15.3	-9.3	1.3	-1.1
Cc1c(C=O)c2ccccc2n1Cc1ccccc1F	5.0	5.1	-5.7	i	6.2	0.9	-1.6	1.3	-1.2	-1.3
CCOC(=O)c1c(NC(=O)C(c2ccccc2)c2ccccc2)sc2c1C1CCN2CC1	-0.4	-14.3	3.0	i	-1.2	-0.4	-3.4	0.1	-5.8	2.7
Cn1cccc1CNCCc1ccc(F)cc1	-15.9	-12.8	-2.7	i	5.8	-0.7	-1.3	-3.0	0.8	-4.9
c1ccc(OCC2CO2)cc1 (stereo not given)	2.2	-8.0	3.5	i	4.8	-0.4	3.7	-1.7	4.0	-9.2
CNCC(O)c1cc(OCc2ccccc2)c(OCc2ccccc2)cc1F (stereo not given)	-4.0	-2.1	5.1	i	-6.8	0.2	-11.8	0.7	2.8	-8.2
COc1ccc(-n2c(O)c(C(C)=NC3CC3)c(=O)[nH]c2=O)cc1	-2.2	-11.6	5.0	i	-5.1	-1.9	-0.5	5.5	1.8	-9.6
Oc1cc(Cl)ccc1Oc1ccc(Cl)cc1Cl	14.7	7.5	-11.6	i	-0.1	2.5	6.7	3.8	-2.8	4.1
CC(C)(C)C(=O)O[C@H]1CC[C@@]2(C)C(=CC(=O)C3C2CC[C@]2(C)C(=O)[C@@H](F)CC32)C1 (stereo not given in full)	5.1	2.9	0.1	i	2.8	0.1	8.3	1.9	0.4	24.6
O=C(Cc1ccc(Cl)cc1)NCCN1CCN(C(=O)Cc2ccc(Cl)cc2)CC1	0.1	-7.0	0.5	i	3.1	0.2	-2.5	-5.5	-1.4	-8.3
C(=NC12CN3CN(CN(C3)C1)C2)c1cccnc1	3.1	12.0	-1.6	i	-2.7	-11.8	3.1	12.0	-4.1	-4.8
Cc1ccc(N2C(=O)CC(=O)NC2=O)cc1Cl	-2.4	-10.7	-6.1	i	7.4	-1.1	7.1	-49.2	0.7	-7.7
FC(F)(F)c1cccc(NC2=NCCS2)c1	1.9	13.6	5.3	i	-5.6	-1.6	1.8	-3.6	2.1	x
CCOC(=O)c1cc(CC)sc1/N=C/c1c(O)[nH]c(=S)[nH]c1=O	2.2	33.8	-5.7	x	7.0	-0.2	-2.8	-180.2	-7.0	3.2
COc1ccc(N=Cc2c(O)n(-c3ccc(C)cc3)c(=O)[nH]c2=O)cc1	7.9	8.9	0.1	i	-1.2	-1.3	-0.9	0.2	1.3	-1.9
CNC(=O)CSP(=S)(OC)OC	1.8	-6.8	2.6	i	1.4	-2.6	2.3	-9.7	5.1	-0.7
CCN(CC)CCCOC(=O)C(OC(C)C)(c1ccccc1)c1ccccc1	-2.1	10.8	-8.2	i	-9.1	-0.4	-1.8	14.5	4.1	-1.1

2 records picked at random from the list so far:
SMILES	DNMT1 block	SKN-1 block	MT1-MMP act inh	Rpn11 block	NadD inh	LMPTP inh	SUMO1 PPI mod	CendR NRP1 mod	STEP inh	Scp1 inh
CCN(CC)CCCOC(=O)C(OC(C)C)(c1ccccc1)c1ccccc1	-2.1	10.8	-8.2	i	-9.1	-0.4	-1.8	14.5	4.1	-1.1
Cn1cccc1CNCCc1ccc(F)cc1	-15.9	-12.8	-2.7	i	5.8	-0.7	-1.3	-3.0	0.8	-4.9

Next section.
SMILES	DNMT1 block	SKN-1 block	MT1-MMP act inh	Rpn11 block	NadD inh	LMPTP inh	SUMO1 PPI mod	CendR NRP1 mod	STEP inh	Scp1 inh
COc1ccc(C(=O)Cn2c(NCCCl)nc3ccccc32)cc1	-0.2	-25.9	-1.7	i	-1.6	3.4	1.6	5.3	-1.7	-2.2
O=CNc1ccc(OP(=O)(Oc2ccccc2)Oc2ccccc2)cc1	-3.8	6.3	-1.4	i	-9.5	0.2	4.0	-4.8	-2.3	-3.6
CCOC(=O)c1cccc(C2=C(CNC(=O)c3ccncc3)[C@H]3CC[C@@H](C2)N3Cc2ccccc2)c1	-1.0	2.7	7.5	i	0.8	-1.0	1.8	-5.1	2.2	x
CCN1C(=O)C(=Cc2ccc(N3CCOCC3)o2)C(=O)N(CC)C1=S	1.6	32.7	-104.4	x	-0.7	5.0	-117.5	-28.9	-0.7	17.6
O=C(O)C1CN2CCC1CC2 (stereo not given)	5.3	11.9	-2.2	i	-4.4	-0.2	1.5	-16.9	-2.0	-9.7
COc1cccc(C(=O)C2CCCN(Cc3cnn(C(C)C)c3)C2)c1 (stereo not given)	-2.5	2.3	-0.4	i	-4.8	-0.3	1.6	6.7	-1.6	-4.6
COc1ccc(C(=O)O/N=C(/C(N)=O)P(=O)(OC(C)C)OC(C)C)cc1	1.4	-3.6	-2.0	i	-4.0	-1.8	-1.3	0.8	-0.4	-1.9
Cc1cc(C(=O)CS(=O)(=O)c2ccc(F)cc2)cc(C)c1OC(=O)N(C)C	-2.6	-14.1	2.1	i	-1.2	0.1	3.7	7.2	-0.9	-9.3
O=C(CCN1CCCCC1)Nc1ccc(Br)cc1C(=O)c1ccccc1	-6.4	11.3	-2.0	i	1.5	-0.1	-0.9	-27.8	2.2	-5.7
O=C1NC(=O)N(c2ccccc2)C(=O)/C1=C/c1ccc([N+](=O)[O-])s1	21.9	10.4	-24.8	i	19.0	3.7	35.3	-3.1	6.1	5.5
O=c1[nH]c(=O)n(CCc2ccccc2)c(O)c1C=NCCCn1ccnc1	-1.3	-17.9	1.5	i	1.6	-5.3	-3.6	-6.9	0.2	2.6
O=C(COc1ccccc1)N1CCN(C/C=C/c2ccccc2)CC1	-1.9	-6.3	1.0	i	-1.8	-0.9	-2.5	15.4	-1.1	7.8
CCCOc1ccc(C(C)=O)cc1Cc1c(O)[nH]c(=S)[nH]c1=O	-3.5	15.7	-3.5	i	-1.9	-2.1	-0.3	12.1	-0.7	-3.0
O=C(CCC(=O)N1C[C@H]2C[C@@H](C1)c1cccc(=O)n1C2)NCc1cccc(C(F)(F)F)c1	0.4	10.7	-0.1	i	-0.4	-1.0	1.6	-3.6	-1.7	14.9
CCC(=NCCC1=CCCCC1)c1c(O)[nH]c(=O)[nH]c1=O	-0.5	1.9	3.8	i	3.7	-0.8	2.6	16.3	1.3	2.9
CC(=NCc1ccco1)c1c(O)n(C)c(=O)n(C)c1=O	-29.4	-7.0	2.9	i	3.3	0.2	1.0	6.4	-2.7	-5.2
CC(=NCCc1ccccc1)c1c(O)[nH]c(=O)[nH]c1=O	-1.8	20.0	1.7	i	-1.1	-1.8	-0.2	7.5	0.1	0.1
CN(C)C(=O)Nc1cccc(OC(=O)N(C)C)c1	3.9	-2.8	1.9	i	5.9	-0.3	-1.1	3.9	-3.2	-7.8
COc1ccc(-c2nc3ccccc3c(=O)n2-c2ccc(OC)cc2)cc1	-0.7	17.9	-1.3	i	-2.1	-0.6	5.0	-5.1	4.5	-7.1
CC1CN=C(NCc2ccncc2)S1 (stereo not given)	2.1	-11.8	4.4	i	-2.0	-4.7	-3.3	1.7	-13.4	2.6

Rewritten in markdown: two of the compounds above.
| structure | DNMT1 block | SKN-1 block | MT1-MMP act inh | Rpn11 block | NadD inh | LMPTP inh | SUMO1 PPI mod | CendR NRP1 mod | STEP inh | Scp1 inh |
| --- | --- | --- | --- | --- | --- | --- | --- | --- | --- | --- |
| CCOC(=O)c1cccc(C2=C(CNC(=O)c3ccncc3)[C@H]3CC[C@@H](C2)N3Cc2ccccc2)c1 | -1.0 | 2.7 | 7.5 | i | 0.8 | -1.0 | 1.8 | -5.1 | 2.2 | x |
| CCN1C(=O)C(=Cc2ccc(N3CCOCC3)o2)C(=O)N(CC)C1=S | 1.6 | 32.7 | -104.4 | x | -0.7 | 5.0 | -117.5 | -28.9 | -0.7 | 17.6 |

Further results.
SMILES	DNMT1 block	SKN-1 block	MT1-MMP act inh	Rpn11 block	NadD inh	LMPTP inh	SUMO1 PPI mod	CendR NRP1 mod	STEP inh	Scp1 inh
COc1ccc(N2C(=O)/C(=C/c3ccc(OC)c(OC)c3)C(=O)NC2=S)cc1	-7.2	-10.9	-8.2	+	6.2	4.0	5.7	-5.5	-0.4	3.0
COC(=O)[C@]12OC[C@]34C([C@@H](O)[C@@H]1O)[C@]1(C)CC(=O)C(O)=C(C)[C@@H]1C[C@H]3OC(=O)[C@H](O)[C@@H]24 (stereo not given in full)	4.3	18.7	-54.2	i	3.0	-2.3	-3.0	-12.5	-1.9	-8.1
COc1ccc(OCC(=O)N2CCN(Cc3nc4cc([N+](=O)[O-])ccc4n3C)CC2)cc1	-10.9	4.5	-4.7	i	0.2	-2.5	-12.0	-2.0	0.3	-6.6
COc1ccc(CN2Cc3cc(-c4ccc(OC)cc4)ccc3-n3nncc3C2)cc1	-9.2	8.1	1.9	i	12.3	7.7	3.5	0.8	2.2	x
O=S(=O)(c1ccc(Cl)cc1)N1CN2CCN(C2)C1	0.7	2.1	0.9	i	-2.3	-10.6	-2.5	9.2	-2.3	2.5
COc1ccccc1Sc1ccccc1CC(C)N (stereo not given)	1.0	8.8	-4.6	i	-0.5	-0.4	1.0	-3.0	0.6	-4.8
COc1cccc(N(C(C)=O)C2=NCCCS2)c1	-8.2	-6.6	-0.4	i	5.0	0.7	0.9	18.0	0.5	-2.2
O=C(c1ccc(F)cc1Cl)N1CCC2(CC1)OCCO2	4.3	17.0	-0.2	i	-7.7	-0.4	7.0	0.6	0.9	0.5
Cn1c(=O)[nH]c2nncnc2c1=O	-11.2	-8.9	3.7	i	-2.0	-0.8	-24.7	1.6	-2.6	4.5
COc1ccc(C(c2nnnn2-c2ccc3c(c2)OCCO3)N2CCC3(CC2)C(=O)NCN3c2ccccc2)cc1 (stereo not given)	-11.2	1.9	-12.3	i	8.9	2.7	2.2	3.0	4.1	x
O=C(Nc1ccc(Cl)cc1C(=O)c1ccccc1)c1ccccc1	-5.8	1.6	-0.4	i	-6.8	1.3	2.1	24.9*	5.1	-10.3

Screening data from PubChem BioAssay.
